Screening data (PubChem)
MITF primary = inhibitors of human MITF. AID 1259374. O75030. hit rate 0.91% among 650,000. AlphaScreen MITF homodimerization, bead proximity signal. inhibition, % at 2.6 µM; in the data active = inhibition above about 50%;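 note: 0% = vehicle wells with protein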
Target sequence (O75030 whole entry, looked up): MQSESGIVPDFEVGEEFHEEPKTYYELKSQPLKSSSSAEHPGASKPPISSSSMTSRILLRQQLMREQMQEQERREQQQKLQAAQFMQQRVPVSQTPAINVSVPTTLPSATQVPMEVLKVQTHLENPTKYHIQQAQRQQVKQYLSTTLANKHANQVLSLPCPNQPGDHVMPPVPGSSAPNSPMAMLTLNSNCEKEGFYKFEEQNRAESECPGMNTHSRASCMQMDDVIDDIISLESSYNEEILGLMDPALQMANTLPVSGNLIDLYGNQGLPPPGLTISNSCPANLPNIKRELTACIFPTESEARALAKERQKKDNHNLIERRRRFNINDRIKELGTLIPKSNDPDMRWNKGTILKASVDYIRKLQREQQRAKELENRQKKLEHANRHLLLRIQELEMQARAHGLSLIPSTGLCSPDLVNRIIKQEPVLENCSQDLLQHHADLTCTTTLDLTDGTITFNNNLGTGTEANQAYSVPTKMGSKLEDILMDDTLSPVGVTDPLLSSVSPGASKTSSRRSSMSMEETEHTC
FBW7 activator = activators of human E3 ligase FBW7 | Q969H0 | AlphaScreen FBW7–phospho-cyclin E peptide binding, activator screen | normalized activity (activation), % at 26.1 µM | hit rate 0.13% among 650,000; in the data active = normalized activity above about 1.9%;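 note: purified mutant Fbw7 with reduced substrate affinity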
GPR151 activ = activates the human receptor GPR151 | Q8TDV0 | PathHunter beta-arrestin GPR151 cells, luminescence | activation, % at 11.2 µM | hit rate 1% among 650,000; in the data active = activation above about 4.9%;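 note: 0% = median of compound wells and 100% = cells with positive control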
Target sequence (Q8TDV0 whole entry, looked up): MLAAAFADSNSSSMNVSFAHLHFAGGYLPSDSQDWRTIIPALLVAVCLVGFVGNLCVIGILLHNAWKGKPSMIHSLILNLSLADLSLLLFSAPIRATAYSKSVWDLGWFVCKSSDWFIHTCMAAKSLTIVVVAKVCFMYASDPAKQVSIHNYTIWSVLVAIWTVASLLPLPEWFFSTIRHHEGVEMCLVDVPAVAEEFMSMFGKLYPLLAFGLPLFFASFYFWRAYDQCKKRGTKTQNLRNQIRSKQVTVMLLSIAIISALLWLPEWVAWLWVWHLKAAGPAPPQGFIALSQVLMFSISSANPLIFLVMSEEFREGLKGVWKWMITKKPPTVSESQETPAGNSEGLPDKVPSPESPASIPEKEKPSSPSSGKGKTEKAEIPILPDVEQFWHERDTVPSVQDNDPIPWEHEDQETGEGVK
TEAD-YAP block = TEAD-YAP interaction inhibition; HEK-TIYL cells, TEAD-Gal4/YAP UAS-luciferase luminescence; inhibition, % at 9.12 µM; hit rate 1.4% among 640,000; in the data active = inhibition above about 32%;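 note: 0% = median of test compound wells and 100% = reference inhibitor wells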
The depositor's hits bear a star; nt = not tested or not shown.

SMILES	MITF primary	FBW7 activator	GPR151 activ	TEAD-YAP block
COc1ccc(NC(=O)c2ccc3c(=O)n(Cc4ccco4)c(=S)[nH]c3c2)cc1	4	0.2	0.4	-34
Cc1ccc(CN[C@H]2C[C@H]3C(=O)N[C@H](C(C)C)C(=O)N3C2)c(C)c1	5	0.9	-0.6	-24
CC(=O)N(Cc1ccc2c(c1)OCO2)Cc1cc2ccc(C)cc2[nH]c1=O	1	0.1	-0.7	-1
O=C(NCC(O)c1ccc([N+](=O)[O-])cc1)C(Cl)Cl (stereo not given)	18	0.1	2.9	2
CCOc1cc(C#N)ccc1OCC(=O)N1CCc2ccccc21	17	0.0	-0.2	-3
COc1ccc(NC(=O)c2sc3nc4cc(OC)c(OC)cc4cc3c2N)c(OC)c1	9	-0.1	0.1	-7
CCOc1ccc(OCCSc2nc3ccccc3s2)cc1	-12	0.0	0.1	-3
COc1cc(/C=N/NC(=O)CN2CC(c3ccccc3)CC2=O)cc2sc(=O)oc12 (stereo not given)	0	-0.5	0.5	5
CCCn1ncc(CN2CCN(CC3CCCCC3)C(CCO)C2)c1C (stereo not given)	1	0.2	0.7	1
COc1ccc2[nH]c(=O)c(C(c3nnnn3C(C)(C)C)N3CCCC3)cc2c1 (stereo not given)	10	-0.2	1.3	4
CCC(CO)N=CC1=C(O)CC(c2ccccc2)CC1=O (stereo not given)	13	0.4	-0.5	-5
O=S(=O)(Nc1cccnc1)c1ccc(-c2ccc(Cl)cc2)cc1	17	0.1	-0.2	-3
COc1cc(/C=c2\sc3nc(-c4ccco4)nn3c2=O)ccc1OC(C)=O	13	0.1	-0.4	4
Cc1ccc(-n2nc3c(c2NC(=O)c2ccc(C)c(C)c2)CSC3)c(C)c1	-6	0.1	3.4	-2
Cc1c(C(=O)Nc2ccccc2)sc2ncn(Cc3cccc(F)c3)c(=O)c12	6	0.1	1.2	8
CCN(Cc1ccccc1)C(=O)Nc1ccc(-c2cn[nH]c2)cc1	7	0.1	-0.8	-12
COc1cc(/C=C2\C(=O)NC(=O)N(c3ccc(O)cc3)C2=O)cc(Cl)c1O	17	0.1	0.7	1
CCCOc1cccc(C(=O)Nc2ccc(OC)c(OC)c2)c1	-2	-0.1	-1.9	-45
CCOc1cc(CN2CCN(Cc3ccc(C)cc3)C(CCO)C2)ccc1O (stereo not given)	13	0.4	2.9	-1
CCOc1cc(C2NC(=S)NC(C)=C2C(=O)Nc2ccccc2C)ccc1O (stereo not given)	2	0.8	0.7	7
Cc1cc(N)c(-n2cc3c(=O)n(C)c(=O)n(C)c3c2)cc1C	4	-0.1	0.4	-6
COc1ccc(Cn2nnnc2C(C(C)C)N2CCN(c3ccccc3OC)CC2)cc1 (stereo not given)	3	0.0	1.0	-7
C#C[C@]1(O)CC[C@H]2[C@@H]3CCc4cc(OC)ccc4[C@H]3CC[C@@]21C	-3	0.0	-0.6	nt
CCC(=O)c1cc2c(cc1[N+](=O)[O-])OCCO2	-3	-0.1	0.6	15
CCc1c(C)c(C#N)c2nc3ccccc3n2c1NCCc1ccc(OC)c(OC)c1	1	0.3	-0.5	-2
CC1CN(Cc2ccccc2)CCC1(O)c1ccccc1 (stereo not given)	9	0.3	-1.5	16
CCOc1ccccc1OCCCC(=O)O	1	-0.1	-1.6	8
COc1cc(CNc2cc(OC)c(OC)c(OC)c2)c([N+](=O)[O-])cc1OC	7	-0.1	4.4	-5
CCCCn1c(SCC(N)=O)nc2sc3c(c2c1=O)CCC3	13	1.0	-2.7	5
COc1cccc(C2C(C(C)=O)=C(O)C(=O)N2CCC(=O)O)c1 (stereo not given)	20	0.9	1.9	-13
COc1ncccc1C(=O)N1CCC(C2(C)NC(=O)N(C3Cc4ccccc4C3)C2=O)CC1 (stereo not given)	1	0.1	0.2	-6
OCCC1CN(Cc2ccc(F)c(F)c2)CCN1Cc1ccccc1 (stereo not given)	16	0.1	0.0	8
CN(C)c1cccc(Nc2ncc(C(=O)NCCN3CCOCC3)s2)c1	7	0.0	-0.4	8
Cc1ccc2c(c1Br)C(=O)C(=O)N2	23	0.1	-1.6	-3
CC(=O)Nc1ccc(S(=O)(=O)N(C)CCOCc2ccccc2)cc1	25	0.6	5.4*	8
COc1cc(Nc2nc(Nc3cnccn3)nc3c2ncn3-c2ccccc2)cc(OC)c1OC	12	0.0	1.2	22
Cc1cc(C)n(C(=O)CNC(=O)c2ccccc2F)n1	-4	-0.1	0.2	-5
CN(C)C(=S)c1nc2ccccc2[nH]1	9	0.1	0.6	-4
CC(=O)Nc1sc2c(c1C(c1ccccc1)N1CCOCC1)CCCC2 (stereo not given)	8	-0.1	-1.9	-6
CN1CC(=O)N(CC(=O)Nc2ccc3c(c2)CCC3)C1=O	5	0.2	1.2	14
NNC(=O)c1c(N)n(-c2ccc3ccccc3c2)c2nc3ccccc3nc12	-3	1.2	0.2	47*
Cn1ccc(C(=O)N/N=C/c2cccc([N+](=O)[O-])c2)n1	-12	0.2	-0.9	-16
CN(C)S(=O)(=O)c1ccc(C(=O)Nc2cccc(-c3nc4ccccc4[nH]3)c2)cc1	-2	0.0	-0.3	-12
Cc1oc(CC(C)C)cc1C(N)=O	9	0.0	-0.3	6
OC(CNc1ncnc2sc3c(c12)CCC3)c1ccccc1 (stereo not given)	7	0.1	1.6	12
O=C(NCCN1CCCC1)c1cccc(Cl)c1	-5	0.1	2.3	1
CCOC(=O)c1cnc(N2CCOCC2)[nH]c1=O	5	0.0	-0.9	-5
Cc1ccc(C(=O)NCCc2ccccc2)o1	7	0.5	1.3	-62
Cc1ccc(NCCC(=O)c2ccccc2)c(C)c1	5	-0.3	-0.7	-6
Cc1ccc(S(=O)(=O)N2CCN(c3ccc([N+](=O)[O-])cc3F)CC2C)cc1 (stereo not given)	0	-0.3	-0.7	6
COc1cccc(CNC(=O)C(=O)NCc2ccc(Cl)cc2)c1	-7	0.0	-0.3	1
COc1cncc(-c2cnc(NCCCc3ccccc3)c3nccn23)c1	15	0.4	2.1	-28
CC(=O)c1nc(-c2ccc(Cl)cc2)n2ccccc12	1	0.1	-0.7	0
CCOC(=O)C1Nc2c(ccc(C(=O)O)c2C)C2C=CCC12 (stereo not given)	66*	-1.2	0.6	13
CC(C)n1cnc2c(NCCO)nc(Nc3cccc(N(C)C)c3)nc21	3	0.3	1.5	1
Cc1ccc(C(=O)NCCc2nnc3ccc(NCC4CCCO4)nn23)cc1 (stereo not given)	13	1.2	0.3	1
CC1=NN(C(=O)CCc2ccccc2O)C(O)(C(F)(F)F)C1 (stereo not given)	-13	0.0	-0.4	-6
O=C(CCCNc1ccc([N+](=O)[O-])cc1[N+](=O)[O-])N1CCOCC1	6	0.1	1.0	-8
COc1cc(CNc2ccc(N3C(=O)CC(C)C3=O)cc2[N+](=O)[O-])cc(OC)c1 (stereo not given)	19	0.6	0.7	7
COc1ccc(CNC(=O)CCCCCn2c(SCC(=O)c3ccc(Br)cc3)nc3cc4c(cc3c2=O)OCO4)cc1	6	-0.2	0.9	-16
(continued)
SMILES	MITF primary	FBW7 activator	GPR151 activ	TEAD-YAP block
O=C(Nc1ccc(F)cc1)N1CCOc2ccccc21	-17	0.1	-1.9	1
CS(=O)(=O)N(CC(=O)Nc1ccc(Cl)cc1)c1cccc(Cl)c1	18	0.0	0.3	0
O=C(O)CCNC(=O)c1cccc2c(C(=O)NCCC(=O)O)cccc12	4	0.0	-0.5	0
CCn1cc(C(=O)Nc2cc(Cl)ccc2OC)c(=O)c2ccc(C)nc21	9	0.0	-0.7	-10
O=C(Cn1c(=O)oc2cc(S(=O)(=O)N3CCCCC3)ccc21)NCc1ccc(F)cc1	3	0.0	-0.1	19
COc1ccc(N2CCN(C(CNC(=O)c3ccc(F)cc3)c3cccnc3)CC2)cc1 (stereo not given)	4	-0.1	0.4	-4
CCOc1ccc(-c2nnc(N)o2)cc1	5	0.1	-1.9	-4
COC(=O)C(C)N1C(=O)S/C(=C/c2ccc(Br)s2)C1=O (stereo not given)	-6	0.0	-0.9	-7
CCC1CCCCN1C(=O)c1c(-c2c(F)cccc2Cl)noc1C (stereo not given)	0	-0.1	0.8	0
COc1ccc(/C(O)=C2\C(=O)C(=O)NC2c2cccc(F)c2)cc1 (stereo not given)	-15	0.9	-2.2	-6
CCN1CCN(C(=O)c2cc3c(=O)n(C)c4ccccc4c3n2C)CC1	5	0.3	0.5	-13
CCC1CCc2c(sc(NC(=O)CCc3ccccc3)c2C(N)=O)C1 (stereo not given)	17	0.4	-1.2	23
COc1cccc(-c2cc(C(=O)Nc3ccc(S(=O)(=O)Nc4nccc(C)n4)cc3)c3ccccc3n2)c1	-4	0.2	-0.6	0
CCc1c(C)c(C#N)c2nc3ccccc3n2c1NCCCO	12	-0.1	-0.3	15
CCCCOC(=O)c1cccc(NC(=O)COc2ccc(OC)cc2)c1	-3	0.0	-0.3	-17
Cc1cccc(N2CC(C(=O)Nc3ccc(Cl)cc3)CC2=O)c1C (stereo not given)	3	-0.1	0.0	-8
COc1ccc(NC(=O)c2cn(CCC#N)nc2-c2cccs2)cc1	9	0.1	0.9	6
O=C(c1ccoc1)N1CCC2(CC1)OCc1cc(-c3ccco3)ccc1O2	5	0.1	1.2	0
CSc1nc2sccn2c(=O)c1C(=O)NCC1COC(C)(C)O1 (stereo not given)	15	-0.2	0.9	6
COc1ccc(S(=O)(=O)NCCc2ccccc2)cc1Cl	25	0.6	-0.4	10
C=CCNC(=O)CC(=O)N/N=C/c1cccc(OC)c1	13	0.6	-2.5	6
COc1ccc(-c2cc3nc(C)cc(=O)n3[nH]2)cc1	6	-0.1	-0.8	-21
COc1ccc(C)cc1N(CC(=O)Nc1ccc(F)c(F)c1)S(C)(=O)=O	-4	-0.1	-1.6	-6
Cc1cc(/C=C2\C(=O)NC(=O)N(c3cccc(Cl)c3)C2=O)c(C)n1-c1cccnc1	-5	-0.1	-0.6	6
CCCCOC1C(C2COC3(CCCCC3)O2)OC2OC3(CCCCC3)OC21 (stereo not given)	-1	-0.1	-0.3	6
CC(C)[C@@H](OCc1ccccc1)[C@H](C)/C=N/O[C@H](C)c1cn([C@H](CO)Cc2ccccc2)nn1	-1	-0.1	6.1*	nt
CCC(CC)NC(=O)CCCSc1nc2ccccc2[nH]1	-3	0.0	0.6	-13
Cc1c(NC(=S)NCc2ccc(Cl)cc2)c(=O)n(-c2ccccc2)n1C	2	0.0	3.5	10
O=C(Nc1ccc(-c2ccc(NC(=O)C(F)(F)F)cc2)cc1)C(F)(F)F	0	0.0	0.4	7
CC(=O)Nc1cccc(-c2cnc3ccc(NCc4ccc(S(N)(=O)=O)cc4)nn23)c1	-3	-0.2	-0.1	-12
Cc1nn(C)c(Oc2cccc(C(F)(F)F)c2)c1C#N	2	0.0	-0.3	-1
Cc1oc2ccc(OCc3ccc(Cl)c(Cl)c3)cc2c1C(=O)OC(C)C	0	0.0	-0.5	3
Cn1c(=O)c2c(n(C)c1=O)n1c(-c3ccc(Cl)cc3)nnc1n2Cc1ccccc1F	-4	-0.1	0.7	5
COCC(=O)N1CCCC(CO)(Cc2ccccc2C)C1 (stereo not given)	8	0.0	0.6	-1
O=S(=O)(NCc1ccc(F)cc1)c1ccc(Br)cc1	12	-0.1	-0.1	5
CC(Oc1cccc(Cl)c1)C(=O)NC1CCCCC1 (stereo not given)	0	-0.1	-0.1	-2
CN(C(=O)Cn1ncc2c1-c1ccccc1OC2)c1ccccc1Cl	11	0.0	0.5	6
Clc1ccc(CNc2ncnc3ccccc23)cc1	1	-0.1	4.7	57*
Cc1cc(S(=O)(=O)N2C(C)CCCC2C)ccc1Cl (stereo not given)	-3	0.1	-2.5	-7
Cc1cc(C)cc(NS(=O)(=O)c2ccc(NC(=O)CCC(=O)O)cc2)c1	5	-0.1	0.0	1
Cc1ccc(NC(=O)CSc2nncn2-n2cccc2)cc1C	-1	0.1	1.1	12
